Source: PubChem (Sanford-Burnham Center for Chemical Genomics)
CXCR6 inh: blocks human CXCR6 beta-arrestin recruitment. CHO-K1 PathHunter CXCR6 beta-arrestin, luminescence. AID 602244. actives 0.36% (n = 360,000). inhibition, % at 20 µM. O00574; in the data active means inhibition above about 34%, passing the limit was not always enough;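 further: antagonist mode with CXCL16 agonist at 10 nM final; 0% = 10 nM CXCL16 with DMSO and 100% = unstimulated wells without agonist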
CHOP UPR activ: activators of apoptotic arm of unfolded protein response (CHOP); CHO-CHOP luciferase reporter, UPR activation, luminescence; percent of tunicamycin response over DMSO baseline; activation, % at 10 µM; actives 0.34% (n = 330,000); AID 449763;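 active means at 10 µM dose, activation of 40% or more, normalized to positive control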;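 further: 100% = tunicamycin at 10 µg/mL and 0% = DMSO alone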
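measured by = luciferase luminescence | assay system = CHO-CHOP cells, stable luciferase reporter of PERK-eIF2a-CHOP signalling | amount = 500 reporter cells seeded per well | timing = 6 h compound exposure at 37 °C after overnight seeding | controls = positive tunicamycin 10 µg/mL, negative DMSO alone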
XBP1 UPR activ: activators of adaptive arm of unfolded protein response (XBP1); actives 0.33% (n = 330,000); CHO-XBP1 luciferase reporter, IRE1-XBP1 UPR activation, luminescence; percent of tunicamycin response, DMSO as zero; activation, % at 20 µM; AID 463104;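 active means versus positive control, 20 µM dose yields 30% or more activation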;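 further: 100% = tunicamycin at 10 µg/mL and 0% = DMSO only wells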
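Material: CHO cell line with stable XBP1 luciferase reporter; schedule: 16-18 h cell attachment at 37 °C, then 6 h compound exposure; signal: glow luminescence from Steady-Glo reagent; medium: serum-containing F12 medium, 10% FBS; benchmarks: tunicamycin 10 µg/mL and vehicle-only wells; read-out: percent activation relative to tunicamycin reference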
EBI2 block: antagonists of human EBI2 receptor; P32249; EBI2 beta-arrestin recruitment, luminescence, 7a,25-OHC stimulated; actives 0.81% (n = 360,000); AID 651636; inhibition, % at 5 µM; in the data active means inhibition above about 38%;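 further: enzyme fragment complementation signal reports receptor beta-arrestin coupling in cells; 0% = agonist plus DMSO wells and 100% = wells without agonist; some results beyond the cut were filed as inactive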
697 NFkB inh: lowers PMA/ionomycin-induced NF-kB signal in 697 B cells. 697 B-cell NF-kB luciferase reporter, 16 h. inhibition, % at 4 µM. actives 0.33% (n = 330,000); in the data active means inhibition above about 35%
CCR6 antagonist: CCR6 (human) receptor antagonism | actives 0.49% (n = 340,000) | P51684 | AID 493098 | inhibition, % at 20 µM | CHO-K1 CCR6 PathHunter beta-arrestin, luminescence, CCL20-stimulated;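 active means compounds whose inhibition of the agonist-driven luminescence signal at 20 µM reaches about 50%, limit read from the data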;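 further: cells stimulated with CCL20 at 14 nM final; plate controls were DMSO with CCL20 for no effect and DMSO without agonist for full effect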
Jurkat NFkB inh: lowers PMA/ionomycin-induced NF-kB signal in Jurkat cells | PMA/ionomycin-induced NF-kB luciferase reporter, luminescence | inhibition, % at 4 µM | actives 0.53% (n = 330,000) | AID 435003; in the data active means inhibition above about 50%
Mdm2-MdmX inh: inhibitors of human Mdm2/MdmX interaction. SaOS-2 split-luciferase Mdm2/MdmX complementation, luminescence. inhibition, % at 8 µM. actives 3% (n = 330,000). AID 485346. O15151+Q00987;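 active means inhibition of at least 50% at 8 µM in the primary screen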
Target sequence (O15151 whole entry, looked up): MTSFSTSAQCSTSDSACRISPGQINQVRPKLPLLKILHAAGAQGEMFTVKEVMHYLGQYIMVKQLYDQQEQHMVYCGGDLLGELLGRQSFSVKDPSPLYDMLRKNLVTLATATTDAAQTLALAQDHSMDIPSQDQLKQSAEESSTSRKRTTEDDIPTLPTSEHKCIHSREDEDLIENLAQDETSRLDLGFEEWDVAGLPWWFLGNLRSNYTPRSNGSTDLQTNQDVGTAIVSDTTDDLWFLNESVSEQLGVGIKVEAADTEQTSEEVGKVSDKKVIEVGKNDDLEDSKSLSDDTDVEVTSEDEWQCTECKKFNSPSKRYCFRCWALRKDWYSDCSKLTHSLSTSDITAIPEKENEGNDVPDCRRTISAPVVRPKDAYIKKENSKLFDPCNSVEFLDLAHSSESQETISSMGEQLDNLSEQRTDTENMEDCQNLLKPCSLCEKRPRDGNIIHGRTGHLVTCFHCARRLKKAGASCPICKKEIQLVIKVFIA
Target sequence (Q00987 whole entry, looked up): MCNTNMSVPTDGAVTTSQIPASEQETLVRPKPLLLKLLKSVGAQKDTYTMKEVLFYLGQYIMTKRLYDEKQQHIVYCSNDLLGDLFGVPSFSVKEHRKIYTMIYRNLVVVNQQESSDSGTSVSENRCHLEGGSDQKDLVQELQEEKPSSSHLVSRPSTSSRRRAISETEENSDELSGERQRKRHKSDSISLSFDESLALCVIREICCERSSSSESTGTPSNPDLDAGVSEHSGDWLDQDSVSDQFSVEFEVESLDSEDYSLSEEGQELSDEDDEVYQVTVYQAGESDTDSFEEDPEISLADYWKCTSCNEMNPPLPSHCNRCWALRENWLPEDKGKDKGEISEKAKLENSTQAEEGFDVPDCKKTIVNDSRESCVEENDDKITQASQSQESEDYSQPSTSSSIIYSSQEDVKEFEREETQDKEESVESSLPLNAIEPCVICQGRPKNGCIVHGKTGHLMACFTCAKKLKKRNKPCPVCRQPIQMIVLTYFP
Gli-Sufu block: antagonists of Gli-Sufu signaling. AID 588413. Sufu-KO-LIGHT fibroblasts, Gli luciferase reporter luminescence. inhibition, % at 5 µM. actives 0.74% (n = 340,000);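 active means inhibition above about 55%, limit read from the data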;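 further: 0% = DMSO-treated cells and 100% = wells with medium but no cells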
Active calls of the source: *; x = no result given.

The line under a structure holds: CXCR6 inh | CHOP UPR activ | XBP1 UPR activ | EBI2 block | 697 NFkB inh | CCR6 antagonist | Jurkat NFkB inh | Mdm2-MdmX inh | Gli-Sufu block
CC(C)(C)NC(=O)CN(C(=O)CCC(=O)Nc1nccs1)c1ccc(F)cc1
 : 2.4 | 0.1 | -1.3 | -10.8 | 3.5 | -3.4 | -8.4 | 19.0 | 1.5
COc1cc(/C=C/C(=O)OCC(=O)NCc2ccco2)ccc1OC(F)F
 : -4.6 | 2.1 | -2.9 | -12.1 | 0.3 | 17.4 | -13.8 | 13.1 | -10.3
CCOC(=O)c1c(NC(=O)c2cccnc2)sc(C(C)=O)c1C
 : -6.6 | -3.2 | 1.2 | 2.3 | 1.4 | 15.9 | -2.3 | 10.2 | -6.1
COc1ccc(C2C(C#N)=C(N)Oc3c2oc(CO)cc3=O)c(OC)c1OC (stereo unspecified)
 : -1.4 | 2.4 | 0.3 | 0.4 | 11.5 | -4.6 | 3.2 | -1.2 | -21.4
COc1ccc(/C=C/CN2CCCC(C(=O)c3ccc(OC)c(F)c3)C2)cc1 (stereo unspecified)
 : 3.6 | 0.3 | -0.7 | 2.4 | 13.3 | 1.4 | 3.8 | -3.2 | 12.5
c1cnc(N2CC[N+]3(CCCC3)CC2)nc1
 : -3.7 | 0.8 | -2.5 | -8.0 | 12.2 | -7.4 | -10.4 | 15.6 | -0.7
CCn1nc(C)c(CCC(=O)O)c1C
 : 5.7 | 1.5 | -2.3 | 2.4 | 3.5 | -4.8 | 6.5 | -0.5 | 19.9
CC1(C)C/C(=N\O)c2cc3c(nc2C1)CCCC3
 : 2.5 | -0.6 | -2.6 | -19.0 | -5.9 | -6.2 | -2.0 | -15.1 | -4.9
COc1cc(=O)[nH]c(=O)n1C(=O)Cc1ccccc1
 : -2.5 | 0.7 | 1.1 | -19.7 | 20.4 | 0.3 | 3.8 | 6.7 | -2.4
COc1cc(OC)cc(C(=O)N[C@H](C(=O)OCC(=O)Nc2ccc(F)c(F)c2F)C(C)C)c1
 : 2.3 | -1.8 | -1.5 | 9.4 | 13.1 | 7.2 | 5.4 | -22.1 | -0.4
COc1ccc(NC(=O)COc2coc(CN3CCc4ccccc43)cc2=O)cc1
 : 4.1 | 2.0 | -2.7 | -1.0 | 9.9 | 10.8 | 12.3 | 13.4 | -3.2
COCC(C)n1c(C)cc(C(=O)CSc2ccc(NC(C)=O)cc2)c1C (stereo unspecified)
 : -10.3 | 3.4 | -7.7 | 4.5 | -17.6 | 26.4 | -9.2 | 46.8 | 29.2
Cc1ccccc1N=C1SCC(=O)N1Cc1ccccc1
 : 4.2 | 2.1 | -2.8 | 10.5 | 14.9 | 15.1 | -8.2 | -11.2 | -3.1
O=C(NN1C(=O)C2C3CCC(O3)C2C1=O)c1ccc(Cl)cc1 (stereo unspecified)
 : -1.1 | -1.1 | 2.3 | -7.9 | 12.1 | -5.2 | 13.8 | -3.3 | -1.9
COc1ccc(NC(=O)c2ccc(-c3ccccc3C(F)(F)F)o2)cc1
 : -2.2 | 1.4 | 2.1 | 2.1 | 10.0 | 9.9 | -9.6 | -20.7 | -11.6
O=C(CSc1nnnn1-c1cccnc1)Nc1ccc(F)cc1F
 : 0.7 | -0.5 | -3.3 | 5.9 | 5.4 | 12.1 | 3.5 | 29.6 | -12.4
CC(=O)c1cccc(OCC(O)CN2CCN(S(=O)(=O)c3c(F)cccc3F)CC2)c1 (stereo unspecified)
 : -6.3 | -0.5 | -10.7 | -13.6 | -3.7 | 10.5 | 3.2 | -10.5 | 3.5
COc1ccc(-n2c(C)cc(C(=O)COC(=O)c3cc(OC)c(OC)cc3NC(=O)c3cccs3)c2C)cc1
 : 1.2 | 0.6 | 2.6 | 14.0 | 3.2 | 0.7 | -3.1 | 2.1 | 20.4
CC(=O)Nc1cc(C(C)(C)C)c(O)c(C(C)(C)C)c1
 : -18.2 | -1.5 | -1.0 | -4.2 | -1.6 | 4.6 | 22.1 | 12.9 | -2.1
Cc1ccc(NC(=O)c2ncn(CCCNCc3ccccc3)n2)cc1C
 : -9.5 | x | x | 11.9 | x | 11.4 | x | x | -2.5
Cc1c(C(=O)NC(C(C)C)C(C)C)cccc1[N+](=O)[O-]
 : -3.8 | -0.9 | -2.5 | 1.5 | 15.6 | -4.6 | 14.0 | 22.3 | -8.7
Cc1cc(Cl)ccc1OCC(=O)NCC(c1cccs1)N1CCOCC1 (stereo unspecified)
 : -8.8 | 1.1 | -1.5 | 0.8 | -22.4 | 12.7 | 28.8 | -9.4 | 2.5
C[C@@H](NC(=O)[C@@H]1Cc2ccccc2CN1C(=O)OC(C)(C)C)C(=O)NC1CCCCC1
 : -7.5 | 0.0 | -2.3 | -5.8 | -2.9 | 14.5 | -18.3 | -12.1 | -11.0
CN(C)c1ccc(C(C(=O)NC2CCCCC2)N(Cc2ccco2)C(=O)c2snc(C(N)=O)c2N)cc1 (stereo unspecified)
 : -6.4 | 4.0 | 0.3 | -47.5 | 27.3 | -2.5 | 7.9 | 51.1* | -5.0
CC(Sc1ncn[nH]1)C(=O)c1c(N)n(C)c(=O)n(C)c1=O (stereo unspecified)
 : -10.6 | -1.3 | -1.8 | -6.8 | 14.3 | 7.2 | -0.9 | -10.8 | 0.4
Cc1cccc(NCc2nc(SCC(N)=O)n[nH]2)c1
 : 0.7 | -2.5 | -0.5 | 2.2 | -12.2 | 12.6 | 3.6 | -15.5 | -1.1
O=C(c1cnc(N2CCN(c3ncccn3)CC2)c2ccccc12)N1CCN(c2ccccn2)CC1
 : -0.7 | 0.6 | 1.7 | 1.6 | -10.7 | -3.0 | 13.7 | 13.1 | -2.3
COc1ccc2ccc(C(C)(C(C)=O)C(=O)OC(C)C)cc2c1 (stereo unspecified)
 : -7.2 | 1.2 | -1.6 | 2.0 | -12.0 | 14.8 | -14.6 | 2.1 | -12.8
CCOC(=O)c1oc2ccccc2c1CN1CCN(c2ccccc2)CC1
 : 3.0 | -1.9 | -4.5 | 12.9 | -17.9 | 15.7 | -3.9 | -12.6 | 15.0
CCCCn1c(N)c(Br)c(=O)[nH]c1=O
 : -9.8 | -1.2 | -3.8 | -13.5 | -2.1 | 7.2 | -4.1 | -15.4 | 6.2

Arranged by value in CCR6 antagonist (highest first): three from the list above.
| Compound | CCR6 antagonist |
| --- | --- |
| COCC(C)n1c(C)cc(C(=O)CSc2ccc(NC(C)=O)cc2)c1C (stereo unspecified) | 26.4 |
| COc1ccc(/C=C/CN2CCCC(C(=O)c3ccc(OC)c(F)c3)C2)cc1 (stereo unspecified) | 1.4 |
| CCn1nc(C)c(CCC(=O)O)c1C | -4.8 |

(continued)
The line under a structure holds: CXCR6 inh | CHOP UPR activ | XBP1 UPR activ | EBI2 block | 697 NFkB inh | CCR6 antagonist | Jurkat NFkB inh | Mdm2-MdmX inh | Gli-Sufu block
CC(O)c1n(C)c(Cl)c[n+]1C (stereo unspecified)
 : 0.2 | -1.7 | 0.1 | -8.7 | -35.5 | 1.7 | -19.0 | -17.7 | 19.0
CN1CCCC(OC(=O)c2cccc(Br)c2)C1 (stereo unspecified)
 : 8.3 | 2.1 | -3.8 | -2.4 | 16.0 | 5.7 | -1.0 | 17.8 | 26.3
COc1ccc(OC)c(-c2cc(C(=O)Nc3ccccc3C(N)=O)c3ccccc3n2)c1
 : 10.2 | 1.6 | 4.7 | -10.2 | 8.0 | 9.1 | -20.7 | 43.4 | 6.6
O=C(NNC(=S)NC(=O)c1ccccc1Cl)c1cccc([N+](=O)[O-])c1
 : 6.9 | -2.3 | -0.7 | -5.0 | -3.1 | 17.0 | 3.4 | -23.9 | 0.4
CCCNC(=O)NS(=O)(=O)c1cnccc1Sc1ccc(Cl)cc1
 : -5.1 | -3.7 | 0.4 | -7.1 | 3.7 | -9.7 | 7.8 | 3.7 | 2.7
O=C(COc1ccc(Cl)cc1)NCc1nnc(SCC(=O)Nc2ccccc2)o1
 : 1.7 | 0.5 | -0.1 | 9.6 | -7.4 | -0.4 | -3.3 | 17.9 | -6.0
CC(NC(=O)Nc1ccc([N+](=O)[O-])cc1)C(c1ccccc1)N1CCOCC1 (stereo unspecified)
 : -6.6 | -0.9 | -3.5 | 0.8 | 0.0 | 7.1 | 4.0 | -10.0 | 8.9
Cc1ccc(C)c(NC(=O)COC(=O)Cn2c(C)csc2=O)c1
 : -3.0 | -1.9 | -1.5 | -4.1 | 0.6 | 6.3 | -11.4 | 7.6 | 15.6
O=[N+]([O-])c1cc(CN2CCCCCC2)ccc1O
 : -11.3 | -0.1 | -4.9 | 5.3 | -9.8 | -2.8 | -8.7 | 19.8 | -21.1
COc1ccc(N2CC(C(=O)Nc3nc4ccc(OC)cc4s3)CC2=O)cc1 (stereo unspecified)
 : -3.2 | -1.1 | -7.0 | -4.6 | -3.0 | 11.6 | -13.1 | 7.9 | -0.3
Cc1c(NC(=S)/C=C2\N(C)c3ccccc3C2(C)C)c(=O)n(-c2ccccc2)n1C
 : -1.0 | -2.4 | -2.8 | -17.3 | -4.4 | 7.2 | -5.6 | -0.3 | -0.8
Cc1cc(C(=O)OCC(=O)Nc2ccccc2)c(C)o1
 : -9.1 | 0.5 | -2.7 | -10.6 | 14.5 | 2.2 | -18.6 | 22.2 | -6.4
COc1ccc(C(=O)NCCCSc2ccccc2)cc1F
 : 2.1 | 0.0 | 1.1 | 1.2 | 6.2 | 3.9 | 10.9 | -15.8 | 0.8
CCN(C(=O)CCS(=O)(=O)c1ccc2c(c1)oc(=O)n2C)c1ccc(OC)cc1
 : 0.1 | -1.0 | -3.7 | -5.2 | 2.6 | 11.5 | -5.4 | 11.7 | -9.1
CC(=O)c1ccc(C(=O)N2CCCC(CNC(=O)c3ccccc3Cl)C2)cc1 (stereo unspecified)
 : -4.1 | -1.1 | -6.7 | -12.8 | 21.4 | 6.7 | -1.3 | -10.5 | 3.0
O=C(c1cnn(Cc2ccccc2)c1)N1CCN(S(=O)(=O)/C=C/c2ccccc2)CC1
 : -5.2 | -0.6 | -2.9 | 15.5 | -23.8 | 10.2 | 7.3 | -2.3 | 2.7
COc1cc2c(cc1OC)CN(C(=O)CCOc1ccccc1C)CC2
 : 2.2 | -1.6 | -0.7 | 4.6 | -6.4 | 5.4 | 15.8 | 17.2 | 4.2
COc1ccc(/C=N/NC(=O)c2nonc2C)cc1
 : -1.2 | -6.6 | -9.3 | -7.1 | -120.4 | 3.4 | 13.9 | 5.9 | 8.8
O=C(CSc1ccc(C(F)(F)F)cc1[N+](=O)[O-])N1CCOCC1
 : -4.8 | -0.2 | -0.9 | -2.8 | -19.4 | 3.2 | -5.4 | -6.2 | -12.3
O=C1C=C(c2cccc(CO)c2)C[C@@H](c2ccc3c(c2)OCO3)C1
 : 3.2 | 0.1 | 1.0 | 7.6 | 10.9 | 8.0 | 9.3 | 16.6 | -9.7
O=C(c1coc(=O)c(Br)c1)N1CCCc2ccccc21
 : -3.5 | 2.3 | -7.1 | -14.3 | 7.8 | 8.9 | 1.8 | 1.4 | -4.8
CCC(Cc1ccccc1)NC(=O)C1=C(C)C(=O)OC12CCC(C)CC2 (stereo unspecified)
 : 0.4 | -3.0 | -0.2 | -2.1 | 14.6 | 13.7 | -11.9 | 13.1 | 5.1
NC(=O)Cn1c(=O)n(Cc2ccccc2)c(=O)c2cccnc21
 : 7.3 | 0.1 | -0.1 | -3.7 | 8.8 | 18.0 | -4.3 | 4.2 | 6.6
